Abeta yeast res = restores growth of yeast expressing A-beta42 peptide; yeast expressing A-beta42, growth rescue, OD600, 48 h; response scale: 0% DMSO, 100% iron-clioquinol control; Potency, µM (top dose mostly 46.1 µM), without a hit: at the highest dose growth rescue, most hits filed as activators; hit rate 0.063% among 410,000; further: potency means the concentration at half of the fitted maximal effect; nearly all actives have a fitted effect of over 55% in size
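Growth rescue measured by 600 nm absorbance after 48 h yeast culture at 30 C with compound. Values normalized between DMSO and an equimolar ferric chloride plus clioquinol control.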
TDP-43 yeast inh = inhibitors of TDP-43 toxicity in yeast; TDP-43 expressing yeast growth rescue, BacTiter-Glo, 24 h; Potency, µM (top dose mostly 46.1 µM), for inactives: at the top dose growth rescue (activation), usual class: activators; hit rate 1.8% among 410,000; AID 652104; further: potency means the concentration at half of the fitted maximal effect; % of control where 0% means no effect; nearly all actives have a fitted effect of over 50% in size
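Galactose-induced TDP-43 yeast, OD600=0.02, compound pinned; 24 hr, 30 deg C; BacTiter-Glo luminescence for growth. Inhibitors of TDP-43 toxicity read as activators.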
DRD3 agonist = agonists of human D3 dopamine receptor | D3R DiscoveRx beta-arrestin cells, luminescence, 90 min | max activation, % | hit rate 0.58% among 410,000; in the data active means max activation above about 30%; further: 0% is about no effect; mostly tested at two doses, the higher about 12 µM
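Cells at 1500/well, incubated overnight, then treated with pinned compounds (dopamine as control) for 90 min at 37 degrees C. DiscoveRx reagent added for 30 - 60 minutes at room temperature; luminescence read.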
EPAC2 antagonist = blocks human EPAC2 exchange factor | Q8WZA2 | EPAC2 GEF exchange of Rap1B-BODIPY-GDP, fluorescence | Potency, µM (highest dose often 114 µM), without a hit: at the top dose activity, negative = inhibition, usual class: inhibitors | hit rate 0.18% among 360,000; further: potency means the concentration at half of the fitted maximal effect; on the % scale 0 is the no-effect control and ±100 the full control effect; nearly all actives have a fitted effect of over 45% in size; many of its hits are not listed in these tables
Target sequence (Q8WZA2 whole entry, looked up): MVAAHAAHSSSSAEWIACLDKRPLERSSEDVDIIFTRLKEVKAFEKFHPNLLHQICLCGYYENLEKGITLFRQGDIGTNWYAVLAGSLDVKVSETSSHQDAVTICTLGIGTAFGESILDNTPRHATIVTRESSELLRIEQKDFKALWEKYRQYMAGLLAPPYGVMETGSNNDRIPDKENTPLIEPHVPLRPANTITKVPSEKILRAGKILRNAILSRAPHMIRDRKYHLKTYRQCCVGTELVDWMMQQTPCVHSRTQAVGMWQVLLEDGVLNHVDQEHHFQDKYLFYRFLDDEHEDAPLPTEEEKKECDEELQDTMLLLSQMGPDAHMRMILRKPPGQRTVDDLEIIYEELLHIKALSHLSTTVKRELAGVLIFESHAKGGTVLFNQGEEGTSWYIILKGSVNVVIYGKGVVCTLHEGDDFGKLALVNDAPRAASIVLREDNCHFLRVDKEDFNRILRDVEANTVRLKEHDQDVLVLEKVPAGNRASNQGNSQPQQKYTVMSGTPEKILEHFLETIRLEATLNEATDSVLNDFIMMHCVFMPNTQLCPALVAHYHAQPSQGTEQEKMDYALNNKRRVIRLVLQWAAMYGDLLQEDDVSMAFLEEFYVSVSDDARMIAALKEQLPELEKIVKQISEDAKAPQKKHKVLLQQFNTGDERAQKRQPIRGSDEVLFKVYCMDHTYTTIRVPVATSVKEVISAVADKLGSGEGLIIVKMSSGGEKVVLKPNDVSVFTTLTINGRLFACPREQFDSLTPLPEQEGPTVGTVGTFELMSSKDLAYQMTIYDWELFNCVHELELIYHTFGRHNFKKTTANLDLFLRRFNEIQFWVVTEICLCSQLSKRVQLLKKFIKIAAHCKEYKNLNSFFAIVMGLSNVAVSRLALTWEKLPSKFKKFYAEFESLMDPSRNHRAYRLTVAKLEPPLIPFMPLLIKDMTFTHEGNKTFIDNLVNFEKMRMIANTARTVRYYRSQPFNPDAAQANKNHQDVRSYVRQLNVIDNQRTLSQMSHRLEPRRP
FUS suppressor = rescues growth of FUS-expressing yeast; Potency, µM (doses to about 76.6 µM), inactives show top-dose growth rescue (activation), hits mostly activators; hit rate 0.24% among 390,000; S. cerevisiae FUS-expressing, growth rescue, OD600, 24 h;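 further: potency means the concentration at half of the fitted maximal effect; plate controls were DMSO vehicle for no effect and reference control for full effect; nearly all actives have a fitted effect of over 55% in size; some results filed as inactive show a strong effect at the top dose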
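Cultures pregrown in 2.5% raffinose medium are shifted to minimal medium containing 2% galactose to express toxic FUS. Compounds are tested at several concentrations. After 24hr at 30C, growth is quantified at 600 nm absorbance.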
aSyn yeast inh = alpha-synuclein toxicity inhibition in yeast; Yeast expressing alpha-synuclein, growth rescue, BacTiter-Glo, 24 h; Potency, µM (series often up to 46.1 µM), without a hit: top-dose growth rescue (activation), most hits filed as activators; hit rate 0.14% among 370,000; AID 652106; further: potency means the concentration at half of the fitted maximal effect; % of control where 0% means no effect; nearly all actives have a fitted effect of over 65% in size
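Screening used galactose-induced yeast with toxic alpha-synuclein levels, exposed to compound for 24 hr at 30 deg C. Cell growth, read with BacTiter-Glo luminescence, gave the measured signal.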
EPAC2 ag = EPAC2 (human) agonism; EPAC2 activation, biochemical qHTS; response scale: 100% = 6.5 mM cAMP response; Potency, µM (highest dose often 154 µM), inactives show at the top dose activation, most hits filed as activators; Q8WZA2; hit rate 0.079% among 360,000; further: potency means the concentration at half of the fitted maximal effect; nearly all actives have a fitted effect of over 50% in size
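Setup: EPAC2 100 nM, labeled Rap1B complex 250 nM, free GDP 50 uM. Compound titrations pinned in, brief spin, 5 min room temperature incubation. Kinetic fluorescence read over 30 min, normalized to 6.5 mM cAMP.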
D3 antag = antagonists of human D3 dopamine receptor; P35462; max response, negative = inhibition, %; hit rate 2.5% among 360,000; D3R cells, DiscoveRx beta-arrestin luminescence, antagonist mode; stronger effect = lower value; in the data active means max response below about -50%; inconclusive means no clear call, values can overlap the other calls; further: on the % scale 0 is the no-effect control and ±100 the full control effect; mostly tested at two doses, the higher about 12 µM
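Cells plated overnight at 1500 cells/well, then exposed to library compounds with dopamine controls for 90 minutes at 37 degrees C. DiscoveRx reagent added for 30–60 minutes at room temperature; luminescence read, quantitative HTS format.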
The depositor's hits bear a star; ? = inconclusive; . = no result given; [ ] = dose if it differs, or a comment. Unless noted, the call rests on the fitted dose curve; in most records, active means well fitted curve in the direction sought with a large enough effect; inconclusive means small, poorly fitted or top-dose-only effect, or another doubt; inactive means no such curve, though single readings can be large; an effect the other way counts as inactive or inconclusive. This is a subset. The share of hits here may be higher or lower than overall.

SMILES | Abeta yeast res | TDP-43 yeast inh | DRD3 agonist | EPAC2 antagonist | FUS suppressor | aSyn yeast inh | EPAC2 ag | D3 antag
O=c1nc(/C=C/c2ccccc2C(F)(F)F)cc(C(F)(F)F)[nH]1 | -15% | 1% | 1 | -26% | 1% | -6% | -8% | 69
COc1ccc(-c2nc(C)c(CCNC(=O)c3cccs3)s2)cc1OC | 5% | 22µM* | 5 | . | 17% | -15% | . | .
CCCC(=O)Nc1ccc2c(c1)nc(CN1CCN(C(C)=O)CC1)n2C | 0% | 0% | -9 | 15% | -9% | -11% | 18% | 37
O=C1OC(Nc2ccc(Br)cc2F)c2ccccc21 (stereo not given) | 2% | 13% | 13 | -2% | 20% | 0% | 7% | 20
Cc1cnn(C(=S)NCC2CCCO2)c1 (stereo not given) | 4% | 6% | 0 | -4% | 3% | 1% | 8% | -4
O=C(CNS(=O)(=O)c1ccccc1)Nc1ccc(C(F)(F)F)cc1 | -39% | -7% | 9 | -3% | 11% | -1% | -16% | 6
Cc1cc([N+](=O)[O-])cc2ncccc12 | 0% | ? | -13 | -1% | . | 1% | 11% | -75*
Cc1cc(SCC(=O)Nc2ccccc2C)nc(C)n1 | 14% | 20% | -3 | -3% | 19% | 0% | 9% | 21
CCOc1cnc(C(=O)NNC(=O)C(Br)C(C)C)o1 (stereo not given) | 11% | 20% | -3 | 1% | -43% | 6% | -1% | -17
NC(=O)Cc1ccc2c(c1)[nH]c1ccccc12 | 0% | 6% | 2 | 1% | -2% | -12% | 0% | -4
CN(Cc1cccs1)C(=O)CCNS(=O)(=O)c1ccc(Br)cc1 | -1% | 4% | -2 | 1% | 25% | 25% | 1% | 1
Cc1cc(C(=O)N2CCN(c3cccc(C)c3C)CC2)c2c(C)nn(-c3ccccc3)c2n1 | -18% | -5%[9.22 µM] | -4 | . | -21% | . | . | .

Structural class, the entries above with a thiophene ring, fused or not (2)
SMILES | Abeta yeast res | TDP-43 yeast inh | DRD3 agonist | EPAC2 antagonist | FUS suppressor | aSyn yeast inh | EPAC2 ag | D3 antag
COc1ccc(-c2nc(C)c(CCNC(=O)c3cccs3)s2)cc1OC | 5% | 22µM* | 5 | . | 17% | -15% | . | .
CN(Cc1cccs1)C(=O)CCNS(=O)(=O)c1ccc(Br)cc1 | -1% | 4% | -2 | 1% | 25% | 25% | 1% | 1

Going on with the list:
SMILES | Abeta yeast res | TDP-43 yeast inh | DRD3 agonist | EPAC2 antagonist | FUS suppressor | aSyn yeast inh | EPAC2 ag | D3 antag
CCc1c(CN2CCN(c3ccccc3F)CC2)csc1C | 5% | 15% | -9 | . | -19% | . | . | .
COc1cccc(C2c3c(oc4ccccc4c3=O)C(=O)N2CCCN2CCOCC2)c1OC (stereo not given) | -8% | 1% | -9 | -3% | -3% | 1% | 3% | -15
CCOC(=O)Nc1c(Cl)n(C)c(=O)n(C)c1=O | -4% | 0% | 1 | 6% | -26% | -3% | 1% | 18
CC(C=Cc1ccccc1)=NNS(=O)(=O)c1ccc([N+](=O)[O-])cc1 | 17% | -21% | -13 | -1% | 26% | -14% | 15% | -22
COc1ccccc1C(=O)Nc1ccnn1C1CCN(C2CCSCC2)CC1 | 6% | 6% | 5 | 13% | 7% | 1% | 1% | 11
CCOCc1nnc(NC(=O)C2CC(=O)N(C3CCCC3)C2)s1 (stereo not given) | -5% | -12% | -4 | 1% | -2% | -4% | 4% | 0
O=C(N/N=C1/CC2C=CCC12)c1cccs1 (stereo not given) | 12% | -4% | -1 | 3% | 3% | -4% | 13% | -11
COc1cccc(-c2cc(NC=O)c3ncc(-c4cccc(C(=O)NCCN(C)C)c4)n3c2)c1 | -6% | 8% | -8 | -8% | 2% | -3% | -11% | -28
O=P(c1ccccc1)(c1ccccc1)c1nc(-c2ccccc2)oc1NCc1ccccc1 | 4% | -6%[0.397 µM] | 3 | -6% | -8% | -4% | 11% | 0
Cc1oc2ccc(OCc3ccccc3Cl)cc2c1C(=O)O | 4% | 8% | -4 | 0% | -12% | 4% | 2% | -7
Cc1ccc(S(=O)(=O)CCC(=O)Nc2cc(C)on2)cc1 | -5% | 15% | 0 | 15% | -34% | 2% | 11% | 4
COc1cccc(-n2c(SCC(=O)N3CCCc4ccccc43)nc3c([nH]c4ccccc43)c2=O)c1 | -1% | 2% | -3 | . | -5% | 0% | . | .
Cc1ccc(N2C(=O)Nc3ccccc3C2(O)C(=O)NCCCOC(C)C)cc1C (stereo not given) | 5% | 6% | -14 | 9% | 2% | 1% | 5% | 21
O=c1cc(-c2ccccc2)nc2nc(COc3ccccc3)[nH]n12 | 7% | -13% | 9 | 9% | -5% | -10% | -1% | 22
COc1ccc(CNC(=O)c2onc(C)c2Cl)cc1 | -5% | 15% | 0 | -11% | 10% | 3% | 5% | 0
Cc1cc(C(=O)Nc2ccc(Cl)c(S(=O)(=O)N3CCOCC3)c2)c2ccccc2n1 | -7% | 5% | 0 | 4% | 18% | 0% | 9% | -8
CCOc1cc(C(=O)Nc2ccc3oc(-c4ccc(CC)cc4)nc3c2)cc(OCC)c1OCC | -3% | 7% | 2 | . | 13% | . | . | .
COc1ccc2c(c1)C(C1=C(O)CC(C)(C)CC1=O)C1=C(CC(C)(C)CC1=O)O2 (stereo not given) | 6% | -22% | 25 | -3% | 13% | -15% | 1% | 13
Cc1ccc(CNC(=O)CN2CCN(c3ccc(F)cc3)CC2)cc1 | 0% | -10%[1.82 µM] | -4 | 6% | 1% | 2% | -6% | -2
Cc1ccc(S(=O)(=O)Cc2nc3ccccc3c(=O)[nH]2)cc1 | -3% | 3% | -13 | 3% | 20% | 2% | 9% | 11
CCOC(=O)c1sc(=S)n(CC)c1NC(=O)C1CC1 | -8%[9.22 µM] | -6% | -3 | 3% | -23% | -14% | -1% | ?
CC(C)N(Cc1ccccc1)C(=O)c1cnc2n(c1=O)CCS2 | 11% | 0% | 1 | 8% | -18% | 0% | 15% | -6
Cc1nn(-c2ccccc2)c(C)c1/C=N/Nc1nc2ccccc2[nH]1 | -29% | -12%[0.397 µM] | -18 | -15% | ? | -14% | 7% | -23
CCOC(=O)c1c(N)n(-c2ccc(Cl)c(Cl)c2)c2nc3ccccc3nc12 | -15% | 13% | -1 | . | -19% | -4% | . | .
Cc1cccc(OCCn2c(CCCO)nc3ccccc32)c1 | -1% | -7% | 0 | 7% | -1% | -5% | 4% | 7
COc1cccc(CNC(=O)C2(C)CCCCN2C)c1 (stereo not given) | 3% | ? | 3 | 22% | -21% | -1% | -3% | 5
COc1ccc(C(C)=O)cc1CC(=O)Nc1ccc2c(c1)CCC2 | 1% | -18% | -18 | 0% | 26% | 1% | 7% | -24
CCCOC(=O)CCCCC1SCC(NC(=O)OC)C1NC(=O)OC (stereo not given) | -1% | -21% | -10 | 9% | -2% | 3% | 4% | -14
CCn1cc(CN2CCc3c([nH]c4ccccc34)C2c2ccc(F)c(OC)c2)c(C)n1 (stereo not given) | 29% | 6% | -1 | -12% | ? | 1% | 5% | -7
COc1ccc(OC)c(CNC(=O)CCNC(=O)Cn2ccc3ccccc3c2=O)c1 | 0% | -4% | 3 | 14% | -1% | -10% | -6% | -2
COc1cccc2cc(C(=O)NCCc3ccccc3)oc12 | -20% | ? | -8 | -5% | 1% | 12% | 11% | 2
C#CCOc1ccc(/C=N/NC(=O)c2cccnc2)cc1OCC | -1% | -2% | 3 | -1% | 25% | 1% | -2% | -7
CCOC(=O)/C(=N\Nc1ccccc1Cl)N1CC(C)OC(C)C1 (stereo not given) | . | . | 7 | -16% | . | . | 7% | 9
O=C(O)C1CC1(c1ccccc1)c1ccccc1 (stereo not given) | 5% | -26% | 1 | 0% | 15% | 14% | 2% | 96
Cc1cnn(C(=O)c2cc(-c3ccccc3)nc3ccccc23)c1 | -7% | -19% | -2 | -5% | 2% | -1% | 23% | 22
S=C(NCCc1ccccc1)Nc1ccc(Nc2ccccc2)cc1 | 22% | ? | -5 | -1% | 46% | -3% | 28% | -9
CC(C)(C)N1C(=O)[C@H]2[C@@H](c3ccc(Br)cc3)N3C(=O)N(c4ccccc4)C(=O)[C@@]3(Cc3ccccc3)[C@H]2C1=O | -1% | -4% | 12 | 1% | ? | 14% | 9% | -4
COc1ccccc1CC(=O)NC12CC3CC(CC(C3)C1)C2 | 14% | 1% | -1 | -2% | 36% | 26% | 11% | -16
Cc1cccc(N2CCN(C(=O)Cn3ncc4c3-c3cc(C)ccc3OC4)CC2C)c1 (stereo not given) | -7% | ? | 32* | . | ? | . | . | .
Cc1csc(=O)n1CCC(=O)OCC(=O)Nc1ncc(Cl)cc1Cl | -4% | 14% | 13 | 12% | 22% | 1% | -9% | -2
c1ccc(CN(Cc2ccccc2)C(c2ccnc3ccccc23)c2nnnn2-c2ccc3c(c2)OCCO3)cc1 (stereo not given) | 7% | 21% | -4 | 2% | 18% | 3% | 12% | 2
CCOCCCn1c(=S)[nH]c2cc(C(=O)N3CCN(C4CCCCC4)CC3)ccc2c1=O | 3% | -6% | 4 | 2% | 1% | 3% | -10% | 6
O=C(COC(=O)Cc1n[nH]c(=O)c2ccccc12)Nc1c(Br)cc([N+](=O)[O-])cc1Br | 1% | 12% | -3 | -6% | -1% | -1% | 4% | 6
O=C1/C(=C/c2cccc([N+](=O)[O-])c2)CSc2ccc(Cl)cc21 | 8% | 11% | -6 | 4% | -2% | -6% | 14% | 7
O=C(NCc1nc2ccccc2[nH]1)C1=C[C@@H](C2CCCCC2)C[C@@H](OCCCCO)O1 | 0% | -3% | -8 | -5% | 19% | 2% | 19% | 20
COc1ccc(S(=O)(=O)N(C)C[C@H]2Oc3c(NC(=O)Nc4c(C)noc4C)cccc3C(=O)N([C@@H](C)CO)C[C@H]2C)cc1 | -4% | 14% | 4 | 7% | 26% | 1% | 4% | 23
O=C(CC1Oc2ccccc2NC1=O)NCCCN1CCOCC1 (stereo not given) | 5% | 22% | 1 | -7% | -21% | -1% | 7% | 5
Cc1ccccc1C(=O)N1CCC(C(=O)Nc2cc(C(F)(F)F)ccc2N2CCCC2)CC1 | 12% | 16% | 1 | 1% | 35% | 2% | -12% | -1

Single records, from the list above. Order of values: Abeta yeast res	TDP-43 yeast inh	DRD3 agonist	EPAC2 antagonist	FUS suppressor	aSyn yeast inh	EPAC2 ag	D3 antag
Results for O=C(COC(=O)Cc1n[nH]c(=O)c2ccccc12)Nc1c(Br)cc([N+](=O)[O-])cc1Br = 1%	12%	-3	-6%	-1%	-1%	4%	6
Results for O=C(CC1Oc2ccccc2NC1=O)NCCCN1CCOCC1 (stereo not given) = 5%	22%	1	-7%	-21%	-1%	7%	5
